Yp Topo-I inh – blocks Yersinia pestis topoisomerase I activity; Y. pestis Topo-I cleavage product accumulation, plate reader; activity, % at 10 µM; 360,000 compounds, 0.064% hits; in the data active = activity above about 50%, passing the limit was not always enough; inconclusive = no clear call, values can overlap the other calls; also: inactives centre near 2
FadD28 FP inh – inhibitors of Mycobacterium tuberculosis FadD28 bisubstrate binding; FadD28 bisubstrate probe binding, fluorescence polarization; AID 588549; inhibition, % at 12.5 µM; 360,000 compounds, 0.22% hits; in the data active = inhibition above about 8.5%, passing the limit was not always enough; inconclusive = no clear call, values can overlap the other calls
BioA inh – blocks M. tuberculosis BioA enzyme activity; purified M. tuberculosis BioA enzyme, plate reader; inhibition, % at 9.99 µM; 360,000 compounds, 0.096% hits; in the data active = inhibition above about 40%; inconclusive = no clear call, values can overlap the other calls
GDH-TPI inh – GDH-TPI coupled enzyme inhibition counter-screen. GDH-TPI coupled enzyme counterscreen, NADH absorbance. inhibition, % at 4.8 µM. 360,000 compounds, 1.2% hits; in the data active = inhibition above about 30%;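 also: 0% = DMSO wells and 100% = wells lacking the enzyme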
TcdB inh – TcdB glycohydrolase inhibition; P18177; TcdB glycohydrolase enzymatic assay, plate reader; inhibition, % at 9.99 µM; 350,000 compounds, 0.24% hits; in the data active = inhibition above about 10%
Target sequence (P18177 whole entry, looked up): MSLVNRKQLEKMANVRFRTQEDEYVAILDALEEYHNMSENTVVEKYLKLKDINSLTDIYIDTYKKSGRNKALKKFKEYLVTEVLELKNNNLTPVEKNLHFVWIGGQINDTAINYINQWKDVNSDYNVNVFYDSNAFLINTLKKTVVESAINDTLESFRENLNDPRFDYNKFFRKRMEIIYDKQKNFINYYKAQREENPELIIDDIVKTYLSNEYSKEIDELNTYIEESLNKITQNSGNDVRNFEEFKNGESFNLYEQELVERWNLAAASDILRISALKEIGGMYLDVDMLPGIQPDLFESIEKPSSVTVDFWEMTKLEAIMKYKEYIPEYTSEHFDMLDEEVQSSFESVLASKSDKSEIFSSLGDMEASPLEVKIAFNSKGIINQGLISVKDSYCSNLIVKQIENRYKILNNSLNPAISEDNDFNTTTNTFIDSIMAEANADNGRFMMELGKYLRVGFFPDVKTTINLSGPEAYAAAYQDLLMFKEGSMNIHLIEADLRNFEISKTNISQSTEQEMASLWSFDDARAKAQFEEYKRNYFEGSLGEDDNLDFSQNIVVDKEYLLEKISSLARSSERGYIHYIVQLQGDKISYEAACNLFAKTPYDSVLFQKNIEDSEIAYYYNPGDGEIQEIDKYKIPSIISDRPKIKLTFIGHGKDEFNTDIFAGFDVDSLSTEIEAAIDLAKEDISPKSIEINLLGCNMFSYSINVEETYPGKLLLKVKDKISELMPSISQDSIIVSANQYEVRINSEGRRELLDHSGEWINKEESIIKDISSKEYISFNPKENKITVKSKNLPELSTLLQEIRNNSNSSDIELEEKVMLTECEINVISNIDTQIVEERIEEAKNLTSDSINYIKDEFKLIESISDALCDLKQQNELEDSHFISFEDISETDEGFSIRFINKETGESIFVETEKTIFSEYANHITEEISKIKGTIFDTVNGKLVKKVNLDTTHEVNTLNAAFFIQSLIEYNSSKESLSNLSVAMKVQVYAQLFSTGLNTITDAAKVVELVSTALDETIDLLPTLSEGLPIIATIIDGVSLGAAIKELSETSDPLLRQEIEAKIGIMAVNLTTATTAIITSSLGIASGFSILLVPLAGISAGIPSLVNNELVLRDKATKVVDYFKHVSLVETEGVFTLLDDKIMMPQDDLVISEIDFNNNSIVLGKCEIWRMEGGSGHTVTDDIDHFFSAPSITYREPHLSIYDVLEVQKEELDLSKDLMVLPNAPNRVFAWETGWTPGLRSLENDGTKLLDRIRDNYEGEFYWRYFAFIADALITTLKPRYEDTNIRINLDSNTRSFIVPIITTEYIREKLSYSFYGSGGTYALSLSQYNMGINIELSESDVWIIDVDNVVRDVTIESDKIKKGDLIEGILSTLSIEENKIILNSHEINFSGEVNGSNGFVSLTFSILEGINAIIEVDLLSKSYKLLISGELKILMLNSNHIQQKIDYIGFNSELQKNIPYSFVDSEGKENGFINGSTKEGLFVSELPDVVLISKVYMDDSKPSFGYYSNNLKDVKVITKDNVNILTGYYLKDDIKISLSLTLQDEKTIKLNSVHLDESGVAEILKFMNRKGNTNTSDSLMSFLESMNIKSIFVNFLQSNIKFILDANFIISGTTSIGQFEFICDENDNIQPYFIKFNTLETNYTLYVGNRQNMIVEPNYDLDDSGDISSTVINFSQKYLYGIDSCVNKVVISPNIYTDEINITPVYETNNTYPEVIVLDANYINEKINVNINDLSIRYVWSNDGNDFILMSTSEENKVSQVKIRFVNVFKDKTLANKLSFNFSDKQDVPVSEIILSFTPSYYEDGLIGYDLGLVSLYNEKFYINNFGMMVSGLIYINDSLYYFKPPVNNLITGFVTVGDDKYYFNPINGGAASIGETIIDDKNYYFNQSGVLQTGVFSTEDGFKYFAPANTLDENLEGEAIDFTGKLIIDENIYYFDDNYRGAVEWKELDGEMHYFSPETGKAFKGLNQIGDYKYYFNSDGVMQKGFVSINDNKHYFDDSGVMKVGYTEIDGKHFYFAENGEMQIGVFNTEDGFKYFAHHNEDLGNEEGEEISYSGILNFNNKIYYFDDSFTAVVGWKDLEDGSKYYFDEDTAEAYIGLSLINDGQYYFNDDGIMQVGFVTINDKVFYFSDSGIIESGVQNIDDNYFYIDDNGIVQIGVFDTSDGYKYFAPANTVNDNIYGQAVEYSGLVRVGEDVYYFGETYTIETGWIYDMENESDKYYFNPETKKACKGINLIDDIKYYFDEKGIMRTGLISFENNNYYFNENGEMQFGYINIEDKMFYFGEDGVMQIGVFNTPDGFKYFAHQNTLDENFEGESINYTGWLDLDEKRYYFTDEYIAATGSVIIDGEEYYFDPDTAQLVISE
PfHsp40 rescue – compounds rescuing yeast from Plasmodium falciparum HSP40 toxicity; growth rescue, % at 12.5 µM; 340,000 compounds, 0.68% hits; S. cerevisiae expressing PfHsp40, growth rescue, ATP luminescence; in the data active = growth rescue above about 28%, passing the limit was not always enough; inconclusive = no clear call, values can overlap the other calls;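 also: yeast W303a lacking pdr1 and pdr3 grown in galactose medium; growth measured after three days at 30 °C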
Vc quorum ag – quorum light induction in luxS cqsA deficient V. cholerae. activation, % at 18.7 µM. 350,000 compounds, 0.16% hits. AID 588436. V. cholerae BH1578 lux reporter, luminescence, 6 h; in the data active = activation mostly above about 9.7%, no sharp cut-off; inconclusive = no clear call, values can overlap the other calls; inactive = mostly below about 3.7%; also: not every result past the cut was called active; inactives centre near 0; reference of the scale not given here
FBA Mtb inh – Mtb fructose-bisphosphate aldolase inhibition. purified M. tuberculosis FBA, fluorescence read-out. inhibition, % at 1 µM. 360,000 compounds, 2.3% hits. AID 588726; in the data active = inhibition above about 27%;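 also: 0% = vehicle and 100% = reference inhibitor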
UGM FP inh – blocks M. tuberculosis UGM enzyme. AID 504406. 320,000 compounds, 0.06% hits. P9WIQ1. inhibition, % at 10 µM. purified UGM, fluorescence polarization probe displacement; in the data active = inhibition above about 10%, passing the limit was not always enough; inconclusive = no clear call, values can overlap the other calls
* = called active by the depositor; i = inactive; ? = inconclusive; nt = not tested or not shown.

SMILES	Yp Topo-I inh	FadD28 FP inh	BioA inh	GDH-TPI inh	TcdB inh	PfHsp40 rescue	Vc quorum ag	FBA Mtb inh	UGM FP inh
COc1cccc(CNC(=O)C(=O)NCC2CCCN2S(=O)(=O)c2cc(C)ccc2C)c1 (configuration not stated)	35.3	-0.2	-2.1	-2.8	0.8	0.5	-5.0	-0.6	-0.9
OCCNc1nc(-c2ccccc2)c2cc(Cl)ccc2n1	15.0	-4.7	0.2	7.5	1.7	6.2	-0.3	39.1*	1.1
COc1cccc(NC(=O)C2C3C=CC(O3)C2C(=O)NCc2cccnc2)c1 (configuration not stated)	7.4	-0.7	-1.5	6.1	nt	0.0	nt	0.7	-2.4
CCCCC1=CC2=CC(=O)C(C)(OC(=O)CC)C(=O)C2=CN1c1cccc(C#N)c1 (configuration not stated)	-7.1	-0.1	0.7	8.6	-1.0	-0.8	-1.4	-1.5	2.1
Oc1c(Br)cc(Cl)cc1C=Nc1ccccc1Br	4.4	0.9	nt	4.9	0.0	-1.9	-0.4	1.1	-2.3
CCN(C(=O)CSc1ncn[nH]1)c1cccc2ccccc12	-3.5	-1.4	-0.3	-0.6	nt	0.3	-1.4	-0.8	3.1
Cc1ccccc1C(=O)OCC(=O)Nc1cccc(S(=O)(=O)NC2=NCCC2)c1	5.5	-0.3	-0.2	-8.3	-1.2	0.6	-2.1	-0.9	2.2
CC(=O)Nc1ccc(NC(=O)COc2ccccc2C(=O)Nc2cccc(Cl)c2Cl)cc1	9.0	-2.5	nt	-3.1	1.2	0.3	-5.7	-1.2	nt
CC1(c2ccccc2)NC(=O)N(NC(=O)CSc2n[nH]c(N)n2)C1=O (configuration not stated)	6.4	-0.9	-1.0	9.2	1.4	1.6	-0.1	2.2	6.9
CCN=C1S/C(=C\c2sccc2C)C(=O)N1CC	1.0	-2.7	nt	7.9	0.8	0.8	0.4	-1.8	2.4
O=C(COc1ccc(S(=O)(=O)N2CCc3ccccc32)cc1Cl)NCc1ccccn1	9.6	0.5	0.5	-5.7	nt	0.7	-0.4	0.0	-1.1
Cc1ccc(C)c(COC(=O)c2cccc(S(=O)(=O)N3CCCC3)c2)c1	8.0	-1.8	nt	3.9	-1.1	6.6	-0.5	2.0	nt
Cc1ccc(/C=C(\CCC(=O)O)c2nc3ccccc3s2)cc1[N+](=O)[O-]	10.1	-0.9	89.7*	34.4*	0.2	1.9	0.1	-3.0	1.1
CC(=O)Nc1ccc(N=NC2C(=O)N(C(N)=S)N=C2C)cc1 (configuration not stated)	-0.8	-0.8	0.3	15.5	0.3	-1.1	i	-14.3	0.0
O=C1CCCC2=C1C(c1ccncc1)c1c(nc(SCc3ccccc3)[nH]c1=O)N2 (configuration not stated)	8.4	-6.9	5.0	6.3	nt	1.8	i	19.5	2.0
COc1ccc(CS(=O)c2nc(C)cc(C)c2S(C)(=O)=O)cc1 (configuration not stated)	-5.0	-0.3	-1.7	7.3	0.8	1.7	-0.2	-0.2	1.8
O=C(N/N=C\c1cc(Cl)ccc1O)c1ccc(S(=O)(=O)N2CCCCC2)cc1	5.4	0.9	-1.5	24.7	nt	0.1	-0.2	0.9	2.5
O=C(NCc1ccccc1)N1CCCC1	-0.9	-0.5	-0.4	14.6	0.6	?	i	2.9	0.6
Cc1ccc(Nc2nc(OC(C(F)(F)F)C(F)(F)F)nc(N3CCOCC3)n2)cc1	1.0	-2.5	-0.9	5.1	nt	-1.0	i	-1.0	1.1
Cc1cccc(C)c1NC(=O)Cn1c(=O)c(N2CCCCC2)c(N)n(C)c1=O	2.0	-3.2	6.9	-0.8	-2.2	-1.3	i	-1.2	0.8

Some values from the entries so far.
For UGM FP inh, `OCCNc1nc(-c2ccccc2)c2cc(Cl)ccc2n1` has 1.1
For FBA Mtb inh, `O=C(NCc1ccccc1)N1CCCC1` has 2.9

3 entries picked at random from those above, as already listed:
SMILES	Yp Topo-I inh	FadD28 FP inh	BioA inh	GDH-TPI inh	TcdB inh	PfHsp40 rescue	Vc quorum ag	FBA Mtb inh	UGM FP inh
CCN(C(=O)CSc1ncn[nH]1)c1cccc2ccccc12	-3.5	-1.4	-0.3	-0.6	nt	0.3	-1.4	-0.8	3.1
CCCCC1=CC2=CC(=O)C(C)(OC(=O)CC)C(=O)C2=CN1c1cccc(C#N)c1 (configuration not stated)	-7.1	-0.1	0.7	8.6	-1.0	-0.8	-1.4	-1.5	2.1
COc1ccc(CS(=O)c2nc(C)cc(C)c2S(C)(=O)=O)cc1 (configuration not stated)	-5.0	-0.3	-1.7	7.3	0.8	1.7	-0.2	-0.2	1.8

Given as labelled records: part of the list above
> Cc1ccc(/C=C(\CCC(=O)O)c2nc3ccccc3s2)cc1[N+](=O)[O-]
- Yp Topo-I inh: 10.1
- FadD28 FP inh: -0.9
- BioA inh: 89.7*
- GDH-TPI inh: 34.4*
- TcdB inh: 0.2
- PfHsp40 rescue: 1.9
- Vc quorum ag: 0.1
- FBA Mtb inh: -3.0
- UGM FP inh: 1.1

> CC(=O)Nc1ccc(NC(=O)COc2ccccc2C(=O)Nc2cccc(Cl)c2Cl)cc1
- Yp Topo-I inh: 9.0
- FadD28 FP inh: -2.5
- BioA inh: nt
- GDH-TPI inh: -3.1
- TcdB inh: 1.2
- PfHsp40 rescue: 0.3
- Vc quorum ag: -5.7
- FBA Mtb inh: -1.2
- UGM FP inh: nt

> Oc1c(Br)cc(Cl)cc1C=Nc1ccccc1Br
- Yp Topo-I inh: 4.4
- FadD28 FP inh: 0.9
- BioA inh: nt
- GDH-TPI inh: 4.9
- TcdB inh: 0.0
- PfHsp40 rescue: -1.9
- Vc quorum ag: -0.4
- FBA Mtb inh: 1.1
- UGM FP inh: -2.3

> OCCNc1nc(-c2ccccc2)c2cc(Cl)ccc2n1
- Yp Topo-I inh: 15.0
- FadD28 FP inh: -4.7
- BioA inh: 0.2
- GDH-TPI inh: 7.5
- TcdB inh: 1.7
- PfHsp40 rescue: 6.2
- Vc quorum ag: -0.3
- FBA Mtb inh: 39.1*
- UGM FP inh: 1.1

(more compounds)
SMILES	Yp Topo-I inh	FadD28 FP inh	BioA inh	GDH-TPI inh	TcdB inh	PfHsp40 rescue	Vc quorum ag	FBA Mtb inh	UGM FP inh
COc1ccc(C2c3c(ncn(CCCO)c3=N)Oc3ccc4ccccc4c32)cc1 (configuration not stated)	-8.4	-3.3	0.0	0.0	-2.7	2.1	-0.5	-0.3	1.6
Cc1ccc(S(=O)(=O)N2CCN(c3cccc(C)c3)CC2)cc1	17.7	-1.0	-2.1	9.6	1.4	7.7	i	0.1	-1.0
CCc1ccc(NC(=O)CCNS(=O)(=O)c2cccc3nsnc23)cc1	-5.3	-3.2	-0.2	6.9	nt	-0.5	1.7	-2.3	-0.9
COc1ccc(OC)c(C2C(C(=O)c3cccs3)=C(O)C(=O)N2CCN(C)C)c1 (configuration not stated)	10.8	-0.2	-0.6	13.2	nt	-0.1	-0.4	1.8	0.9
Cc1cc2ccccc2n1CCNCc1c(C(=O)N2CCOCC2)nc2ccccn12	23.7	-2.2	-2.2	6.3	2.2	0.4	-0.4	1.6	-1.7
Cc1cccc(C2N=C(N)Nc3nc4ccccc4n32)c1 (configuration not stated)	-0.3	-3.2	nt	-5.7	0.3	-0.4	i	0.5	-0.5
CSc1ncc(C(=O)Nc2ccccc2F)c(-c2ccccc2)n1	-2.6	0.5	-7.4	3.7	-6.0	-0.4	1.4	3.8	1.3
C[n+]1ccccc1/C=C/c1ccc2ncccc2c1	1.3	-1.3	2.4	24.9	0.5	-0.6	-0.3	-0.3	-2.8
O=C(O)c1cccc(NC(=O)c2ccccc2NC(=O)c2ccccc2F)c1	3.9	-1.7	-0.7	-3.7	0.4	0.7	-0.9	1.2	1.5
COc1ccc(S(=O)(=O)NCc2ccccn2)cc1Br	-19.4	-3.7	-0.6	11.4	-1.8	-1.0	i	0.4	-0.5
CCCCNC(=O)c1ccccc1C(=O)NCCCC	8.3	-4.4	-3.4	-12.2	nt	-1.8	-0.5	0.6	0.5
Cc1cc(=O)nc2c3ccccc3n(CC(=O)NCCCN3CCCC3=O)n12	-0.6	-1.7	-0.8	4.7	0.2	-0.1	-0.2	6.9	-0.9
O=C(NCCS(=O)(=O)NC1CCCC1)c1ccc(F)cc1	3.4	-4.0	0.5	-1.7	0.4	0.3	i	-1.3	-0.5
Cc1cc(C)nc(CC(N)=O)n1	-2.2	-3.6	0.0	0.6	nt	0.0	0.1	-0.7	-1.6
COc1ccc(/C=N/NC(=O)CCSc2nc3ccccc3s2)cc1OC	1.6	1.8	6.5	12.0	1.1	1.0	-0.4	-0.3	0.9
CC(=O)NS(=O)(=O)c1ccc(NC(=O)c2cc(-c3ccc(C)cc3)nc3ccccc23)cc1	-0.3	-3.8	1.8	10.7	3.0	0.3	i	-2.1	3.4
Cc1ccc(S(=O)(=O)N2CCOCC2)cc1NC(=O)CN1CCC(Cc2ccccc2)CC1	24.8	-2.3	nt	0.8	1.5	-0.1	-0.2	1.1	-4.5
O=C(Nc1nc2ccccc2[nH]1)c1ccccc1[N+](=O)[O-]	-0.4	-2.2	nt	7.5	0.1	0.2	-0.3	1.4	1.4
CCCCNC(NCCCC)=C(S(=O)(=O)CC)S(=O)(=O)CC	1.3	-2.3	-0.9	-0.5	nt	0.5	-0.5	2.2	1.3
CC(OC(=O)c1ccccc1C(=O)N(C)c1ccccc1)C(=O)Nc1ccccc1[N+](=O)[O-] (configuration not stated)	27.3	-4.0	2.0	-1.1	2.2	-0.2	0.0	0.3	-1.5
CCc1nnc(NC(=O)CSc2nnc(-c3ccccc3O)n2-c2ccc(C)cc2)s1	20.8	-1.4	nt	-0.3	nt	1.4	-1.6	-5.7	0.8
Cc1ccc(O)c(NC(=O)COc2cc(C)ccc2C)c1	1.8	0.4	-1.5	4.0	nt	-2.1	i	-0.1	1.2
OCc1nc2ccccc2n1Cc1c(F)cccc1Cl	5.8	-3.6	nt	-10.3	1.6	-0.1	-0.2	-0.9	1.1
CCO/C([O-])=N/c1sn[n+](C)c1C	-4.0	-1.6	-2.1	15.3	-0.2	-0.4	-0.4	2.3	-2.9
COC(=O)CC1C(=O)NCCN1C(=S)Nc1ccccc1Cl (configuration not stated)	7.0	0.1	nt	-5.8	0.4	-1.3	-0.3	2.1	-1.2
O=C(c1cc2ccccc2o1)c1cccs1	-1.2	-2.7	0.3	6.2	nt	0.9	i	-2.2	0.8
N#Cc1ccc(CSCC(=O)O)cc1	-5.7	-2.3	0.3	-7.3	0.9	-0.8	-0.5	0.9	-3.4
CC1(C(=O)Nc2cccc(C(F)(F)F)c2)Cc2c(-c3cccc(C(F)(F)F)c3)ccnc2O1 (configuration not stated)	-2.5	-1.0	0.7	-9.6	-1.0	nt	1.3	-0.5	nt
CC(C)C(=O)Nc1nnc(S(=O)(=O)N(C)c2ccc(Cl)cc2)s1	-1.7	-1.4	-2.2	14.7	0.3	-0.2	-10.0	3.4	-3.0
COc1ccc(CCNCc2ccncc2)cc1	5.0	-2.8	nt	8.7	nt	-2.1	i	5.3	-1.4
COc1ccc(-c2nc3ccc(Br)cn3c2Cc2cccc(Cl)c2)cc1OC	nt	-4.9	0.0	nt	0.3	nt	nt	-0.6	nt
CC(=O)Nc1ccc(NC(=O)c2ccc(NC(=O)c3ccccc3)cc2)cc1	-4.0	-3.1	-1.2	8.4	1.1	0.4	i	-4.3	-1.4
COc1ccc(C(=O)/C=C/c2ccc3c(c2)OCCO3)cc1	-0.2	-0.1	1.2	36.0*	7.1	-0.6	0.2	2.2	-0.8
